# HIF-2a inh: blocks HIF-2a reporter activity | 786-0 RCC cells HIF-2a reporter, luciferase luminescence, overnight | inhibition, % at 18.8 µM | actives 0.72% (n = 360,000) | AID 624352;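 active = inhibition of the luminescence signal of 40% or more relative to plate controls, in a single-dose primary screen at 18.75 µM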
# PDI inh: PDI (human) enzyme inhibition. P07237. PDI insulin aggregation turbidity, A650, 90 min. inhibition, % at 10 µM. actives 0.052% (n = 350,000). AID 588391;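 active = mean inhibition across replicates of 30% or more, whatever share of single replicates reach that level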;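 note: absorbance from insulin aggregation driven by PDI reduction with DTT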
# Target sequence (P07237 whole entry, looked up): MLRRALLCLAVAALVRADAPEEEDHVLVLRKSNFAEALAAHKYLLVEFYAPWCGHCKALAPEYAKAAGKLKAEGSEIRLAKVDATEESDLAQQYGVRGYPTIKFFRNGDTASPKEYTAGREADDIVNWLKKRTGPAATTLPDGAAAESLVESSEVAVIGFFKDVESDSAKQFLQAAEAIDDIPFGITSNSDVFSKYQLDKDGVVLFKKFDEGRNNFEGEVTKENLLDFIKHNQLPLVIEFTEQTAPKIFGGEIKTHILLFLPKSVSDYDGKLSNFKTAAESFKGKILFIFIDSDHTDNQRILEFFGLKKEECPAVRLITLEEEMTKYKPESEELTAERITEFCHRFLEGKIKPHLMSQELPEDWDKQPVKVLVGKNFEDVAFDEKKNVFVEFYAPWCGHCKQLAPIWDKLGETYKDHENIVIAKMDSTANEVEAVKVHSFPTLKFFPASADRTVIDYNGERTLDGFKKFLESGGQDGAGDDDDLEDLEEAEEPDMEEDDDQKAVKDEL
# NR2E3 ag-1: agonists of human nuclear receptor NR2E3 | Q9Y5X4 | GST-NR2E3/biotin-RetCOR TR-FRET, 1536-well | inhibition of corepressor binding, % at 4.78 µM | actives 0.12% (n = 320,000) | AID 2300;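 active = percent inhibition above the cutoff of mean plus 3 SD of all tested compounds, set per screening campaign, cut at about 20% in these data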;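 note: 0% = DMSO wells and 100% = biotin wells as full block of FRET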
# Target sequence (Q9Y5X4 whole entry, looked up): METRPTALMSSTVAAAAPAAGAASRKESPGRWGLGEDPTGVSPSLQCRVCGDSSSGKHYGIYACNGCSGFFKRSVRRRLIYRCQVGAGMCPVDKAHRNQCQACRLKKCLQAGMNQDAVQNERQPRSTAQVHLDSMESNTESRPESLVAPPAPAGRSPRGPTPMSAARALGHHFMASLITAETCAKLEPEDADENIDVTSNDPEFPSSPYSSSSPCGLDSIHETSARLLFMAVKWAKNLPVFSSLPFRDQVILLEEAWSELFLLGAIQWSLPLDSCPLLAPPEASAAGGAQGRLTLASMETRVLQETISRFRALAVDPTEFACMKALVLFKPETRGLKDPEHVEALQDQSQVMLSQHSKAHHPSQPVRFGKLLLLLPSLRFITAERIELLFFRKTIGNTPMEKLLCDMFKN
#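 System: GST-tagged NR2E3 plus biotinylated RetCOR corepressor; Amount: 1.35 nM GST-tagged NR2E3 final; Dosing: single nominal compound dose of 4.8 µM; Schedule: 5 h incubation at 4 °C; Technique: TR-FRET with europium anti-GST and streptavidin-D2, 340 nm excitation; Controls: biotin wells as high control, 0.6% DMSO wells as low control.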
# TRPM1 prom inh: inhibitors of MITF-driven TRPM1 promoter in melanoma cells. SK-MEL-5 TRPM1 promoter luciferase, 24 h. inhibition, % at 12.5 µM. actives 0.83% (n = 330,000). AID 488899;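 active = mean inhibition across replicates of 60% or more, whatever share of single replicates reaches that level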; note: values of inactives mirror those of a sister screen read the other way
# iPSC survival up: hiPSC single-cell survival enhancement; ATPlite luminescence; 100% = ROCK inhibitor wells, 0% = DMSO; survival enhancement, % at 20 µM; actives 0.044% (n = 360,000); in the data active = survival enhancement above about 18%;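 note: cells exposed to compounds for 16 hours before the ATP read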
# aDG glyco act: alpha-DG glycosylation activation; Pro5-aDG cells, alpha-DG glycosylation AlphaScreen (IIH6); 0% Pro5, 100% B10-LARGE cell signal; activation, % at 10 µM; actives 0.22% (n = 360,000);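 active = activation of at least 8% versus controls, or a plate z-score of at least 8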;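 note: Pro5 are CHO cells carrying HIG-tagged alpha-DG that lacks glycosylation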
# NR2E3 ag-2: activates human NR2E3 receptor | Q9Y5X4 | CHO-S Gal4-NCOR/VP16-NR2E3 two-hybrid, luciferase | AID 602229 | inhibition of corepressor binding, % at 3.98 µM | actives 0.35% (n = 360,000);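 active = inhibition above the mean of all tested compounds plus 3 SD, cut at about 70% in these data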;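 note: 0% = DMSO with NR2E3 transfected cells and 100% = cells lacking NR2E3 construct; higher means lower luciferase signal from less NR2E3 corepressor binding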
# CaV13 FRET inh: Disruptors of the CACNA1D IQ motif to Ca2+-dependent inactivation inhibitor domain association, primary screening, Förster resonance energy transfer in intact living …; HEK cells, CFP/YFP FRET ICDI-IQ, plate reader, 10 min; percent FRET-ratio fall versus neutral wells; inhibition, % at 12.3 µM; actives 0.098% (n = 340,000); AID 743397;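 active = mean replicate inhibition of at least 30% and at least 1% of replicates passing that level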;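 note: 0% = median of the neutral control wells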
# Granule exo inh: blocks lytic granule exocytosis | TALL-104 LAMP-1 surface exposure, flow cytometry; cells stimulated with thapsigargin and PMA | inhibition, % at 10 µM | actives 0.66% (n = 360,000);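 active = inhibition above about 55%, limit read from the data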
# Peg3 prom inh: reduces Peg3 promoter-driven luciferase expression in HeLa; HeLa PEG-Prom luciferase reporter, luminescence, overnight; inhibition, % at 20 µM; actives 1.7% (n = 360,000); AID 588405;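 active = inhibition of at least 50% at 20 µM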
# Vif inh: blocks HIV Vif function; HEK293T cells, Vif self-association by quenched fluorescence, imaging, 24 h; inhibition, % at 7.49 µM; actives 0.35% (n = 340,000); in the data active = inhibition above about 50%, passing the limit was not always enough; note: some results filed as inactive read as strong as hits
# The depositor's hits bear a star; . = not tested or not shown. This is a random part of the collection. About 3.5% of those tested had a hit in this group.
SMILES,HIF-2a inh,PDI inh,NR2E3 ag-1,TRPM1 prom inh,iPSC survival up,aDG glyco act,NR2E3 ag-2,CaV13 FRET inh,Granule exo inh,Peg3 prom inh,Vif inh
O=C(NCc1ccc(F)cc1)c1cnc2n(c1=O)CCS2,7,8,-1,-4,1.4,-0.1,18,-5,-1,-13,6
COc1cc2[nH]c(=S)n(CCN3CCCCC3C)c(=O)c2cc1OC (stereo unspecified),25,6,1,0,-3.5,0.0,15,-3,-5,21,-14
CN1CCN(C2CN(Cc3cn(Cc4cccc(Cl)c4)nn3)S(=O)(=O)C2)CC1 (stereo unspecified),8,.,.,.,-0.1,-0.2,-6,-6,-1,.,.
O=C(NCc1ccccc1)C12CC3CC(CC(Br)(C3)C1)C2,21,-40,-1,-2,0.1,-0.2,-15,-6,3,10,17
O=C(CCN(CCO)Cc1ccccc1)Nc1ccc(Br)cc1,-3,1,2,17,-1.0,0.2,-5,-4,4,18,8
COc1ccc(C2c3[nH]c4ccccc4c3CCN2C(=O)c2cn3ccccc3n2)c(F)c1 (stereo unspecified),-136,4,2,-1,2.2,0.2,-36,-3,7,-62,11
CC(=O)C1=C(C)NC(SCC(=O)Nc2nc3ccccc3s2)=C(C#N)C1c1ccc(Cl)cc1 (stereo unspecified),-14,2,2,11,-1.5,0.0,-48,-5,-8,0,0
O=C(COC(=O)CCSc1ccc(Cl)cc1)Nc1ccc(F)cc1,0,8,-3,3,-1.2,0.2,-15,-5,-1,8,-4
O=C(CCCc1ccccc1)NCCS(=O)(=O)N1CCN(c2ccccc2F)CC1,-138,-3,-2,-13,-0.2,1.7,-56,-4,0,-126,-5
CCCc1nnc(SCC(=O)Nc2nnc(CC)s2)n1CC1CCCO1 (stereo unspecified),13,-4,2,9,-0.6,0.0,-16,-4,-1,12,7
CCCCCC(=C/c1ccccc1)/C=N/Nc1ccc(S(=O)(=O)N2CCOCC2)cc1[N+](=O)[O-],10,-6,.,-4,-0.7,-0.1,-30,-6,-1,-1,-9
Cc1ccc(OCC(=O)NNC(=O)CCC(=O)Nc2ccc(C)cc2C)cc1,0,2,0,8,-0.6,0.0,-5,-3,-2,8,.
Cc1cc(N2CCCC(C(=O)Nc3cccc(Cl)c3)C2)n2ncnc2n1 (stereo unspecified),7,1,-1,4,-0.4,-0.2,-7,-3,-1,16,21
Cc1nn(-c2ccccc2)c(C)c1Cc1ccc(O)cc1,-158,0,0,-66,0.4,0.0,-10,-4,-13,-217,-3
O=C(Nc1cc(=O)[nH]c2ncnn12)c1ccccc1,3,12,1,-2,-1.7,0.1,-15,-5,2,-15,-3
Cc1ccc(C2c3c(oc4ccccc4c3=O)C(=O)N2c2nncs2)cc1 (stereo unspecified),4,-1,0,-8,-0.3,0.1,-1,-2,-11,-1,.
COc1ccccc1N1CCN(Cc2ccc(O)c3ncccc23)CC1,5,-7,-2,88*,-0.6,-0.6,-19,-7,4,34,.
CC(C)CN(C(=O)COC(=O)c1ccc(Cl)c(N)c1)c1c(N)n(Cc2ccccc2)c(=O)[nH]c1=O,17,-5,-1,4,-0.7,-0.1,-12,-5,0,-5,1
NC(=O)C1CCN(C(=O)c2ccc3ncsc3c2)CC1,0,0,.,.,1.7,-0.1,6,-17,10,-12,-1
COc1cc(C)ccc1OCCOc1ccccc1Cl,-294,-7,6,-85,-2.0,0.5,-83,.,3,-333,-5
CCc1ccc(C2=NN(CCC(=O)NC(C)CCc3ccccc3)C(=O)CC2)cc1 (stereo unspecified),17,-4,6,0,-0.5,0.5,23,-13,30,16,-3
COc1ccc(CCN(C(=O)c2cccc(F)c2)C2CC(=O)N(c3ccccc3)C2=O)cc1 (stereo unspecified),17,4,1,-1,-0.2,0.2,-23,-6,-2,-2,-6
COC(=O)CC1C(=O)NCCN1C(=S)NC(=O)CCc1ccccc1 (stereo unspecified),13,5,4,14,-1.0,-0.2,20,-16,0,6,1
COc1ccc2c(c1)cc(C(=O)N[C@@H](CCSC)C(=O)N1CCC[C@H]1C(=O)O)n2C,0,.,2,7,1.5,0.1,0,.,0,-4,-8
O=C1Cc2ccccc2C(c2ccc(Cl)cc2Cl)N1 (stereo unspecified),16,-4,-2,13,0.7,-0.1,3,-5,-5,2,0
Cc1ccnc(NCc2cc(C)ccc2O)c1,-44,-5,5,-10,-0.6,0.1,-40,-5,-6,-57,-2
C=CCc1cccc2cc(C(=O)NNC(=O)CC#N)c(=O)oc12,8,-12,-4,1,0.2,-0.2,-7,0,2,11,-2
FC(F)(F)c1cccc(NC(=S)NCCc2ccccn2)c1,-13,10,1,-9,1.7,0.4,-2,-6,1,-12,-8
Nc1c(S(=O)(=O)c2cccs2)c2nc3ccccc3nc2n1Cc1cccs1,36,3,1,5,-2.5,0.0,-17,.,10,9,-13
CCOC(=O)C1=C(C)NC(=O)NC1c1c(OC)ccc2ccccc12 (stereo unspecified),12,1,1,-12,0.7,-0.1,-10,-2,2,11,0
Cc1ccc(/C=N/NS(=O)(=O)c2ccccc2)o1,8,23,-4,-8,-0.1,-0.1,-4,-2,3,4,-9
Cc1csc(Sc2nc3c(c(=O)[nH]c(=O)n3C)n2CCCc2ccccc2)n1,1,0,0,13,-2.6,0.1,-8,-4,-1,23,2
CN(C)c1ccc(N/C(N)=N/c2nc(C(F)(F)F)cc(C(F)(F)F)n2)cc1,-15,2,1,-7,0.0,-0.1,22,-5,-1,-33,-7
CC1=C(C(=O)N(C(C)C)C(C)C)CC(CC(=O)NCCc2ccccn2)C(=O)N1Cc1ccc(C(C)(C)C)cc1 (stereo unspecified),1,.,.,.,3.2,0.0,-2,-6,11,9,.
Cc1ccc(S(=O)(=O)NNC2=NS(=O)(=O)c3ccccc32)c(C)c1,9,-2,3,-14,-3.0,-0.3,-5,-6,0,11,-1
c1nc2n(n1)C1=C(CCCC1)C1(CCCCC1)N2,15,-8,0,-2,-0.6,-0.3,3,-11,-2,11,2
O=C(c1ccc(F)cc1)N1CCN2C(=O)c3ccccc3C12c1ccccc1 (stereo unspecified),16,-6,1,-5,0.2,0.0,-3,-16,9,7,3
O=C(CCCc1nc2ccccc2s1)NCc1ccccc1F,-57,6,0,1,-0.5,0.5,-18,5,-2,-33,-23
CCOCC(=O)Nc1ccc(S(=O)(=O)NCCc2ccccc2)cc1,14,2,-1,1,0.6,0.2,28,.,0,5,-18
NS(=O)(=O)c1ccc(CCNC(=O)c2ccc(NC3=NC4CS(=O)(=O)CC4S3)cc2)cc1 (stereo unspecified),13,-6,7,-1,-0.4,-0.1,4,.,-5,4,2
CC(=O)N1CCN(Cc2nc3ccc(Cl)cc3n2CCO)CC1,14,-4,7,7,0.7,-0.2,-5,-3,-2,-3,5
COc1cc(OC)c2c(-c3cccc(-c4sccc4C(C)=O)c3)cc(=O)oc2c1,-4,-5,.,51,-2.7,0.1,-38,-6,1,-17,8
COCCCNc1ncnc2c1cnn2-c1ccc(C)cc1C,-34,4,-2,-1,6.4,0.0,-17,-5,-7,-12,4
CC(=O)N1c2ccc(S(=O)(=O)N(C)C3CCCCC3)cc2CC1C (stereo unspecified),1,-3,-3,-13,-0.5,0.1,0,-5,-2,11,-1
COc1ccc(N2CCN(C(=O)C(=O)c3cn(CC(=O)N4CCOCC4)c4ccccc34)CC2)cc1,7,-18,-1,1,1.7,-0.2,1,-15,-7,-9,-2
COc1cc(C)c(Br)cc1S(=O)(=O)N1CCOCC1,20,-11,2,0,-0.6,0.1,-14,-5,0,4,9
Cc1noc(C)c1CSc1nc2sc3c(c2c(=O)n1C)CCCC3,13,-10,-2,5,1.1,0.3,-24,-7,-1,12,.
Nn1c(SCC(=O)Nc2ccccc2)nnc1C1CCCCC1,0,0,-1,-4,0.1,0.0,-12,-4,5,-7,5
CCCn1c(=N)c(C#N)cc2c(=O)n3ccccc3nc21,7,6,2,-4,0.7,-0.3,3,-1,-2,-5,0
CC(C)S(=O)(=O)N1CCCC(c2cc(C(=O)NCc3cccnc3)no2)C1 (stereo unspecified),1,16,.,.,-3.3,-0.2,2,-5,4,6,-1
CN(C)CCCO[C@@H]1[C@H]2OC(C)(C)O[C@H]2O[C@@H]1[C@H](O)CO,8,-4,-1,-6,-3.6,-0.2,-25,-5,-2,9,5
COc1cc(/C=N/NC(=S)Nc2cccnc2)cc(OC)c1OC,3,-6,-2,9,-3.1,0.0,-2,-3,-3,2,0
CC(C)(C)OC(=O)N1CCC[C@H]1c1nnc(SCc2ccc(Cl)cc2)o1,25,5,0,14,-0.4,0.1,26,-4,-3,14,1
CC(=O)C(=Cc1cccc(C#N)c1)C(=O)c1ccccc1,94*,.,.,.,1.0,-0.2,-8,-5,14,104*,9
O=C(NC1CCS(=O)(=O)C1)c1cc(-c2ccccc2)nc2ccccc12 (stereo unspecified),-4,3,0,-19,-0.2,-0.2,-23,-4,-1,7,16
N#CC(c1ccccc1F)(c1ncc(C(F)(F)F)cc1Cl)N1CCOCC1 (stereo unspecified),-1,1,5,-6,1.6,0.3,-28,-7,-2,-3,9
CC(SC1=NCCN1S(C)(=O)=O)c1ccccc1 (stereo unspecified),8,-3,-5,-7,-0.6,-0.1,-16,-3,17,16,-3
Cc1ccc(N(CC(=O)N2CCCCC2)S(=O)(=O)c2ccc(C)cc2)cc1,8,-5,-2,-2,-2.0,-0.3,-19,2,-2,-1,-3
CC(C)(C)c1ccc(OCCON2C(=O)CCC2=O)c(Cl)c1,32,1,0,0,-0.7,0.8,-40,-8,-3,0,-3
COc1ccccc1/C=C/C(=O)Nc1cccc(S(=O)(=O)N2CCOCC2)c1,-15,-2,1,-15,-0.4,0.0,-12,-3,11,17,-13
# Next section
SMILES,HIF-2a inh,PDI inh,NR2E3 ag-1,TRPM1 prom inh,iPSC survival up,aDG glyco act,NR2E3 ag-2,CaV13 FRET inh,Granule exo inh,Peg3 prom inh,Vif inh
c1ccc2c(NC3=NCCCCS3)cccc2c1,-10,1,-2,-7,-2.4,0.0,-41,-5,-2,-15,4
O=C(c1ccccc1)N1CCN(c2ccc([N+](=O)[O-])cc2-n2cccc2)CC1,17,-1,4,7,0.3,-0.2,-2,-12,9,22,16
C=CCn1c(=O)c(C(=O)NCc2ccc3c(c2)OCO3)c(O)c2ccccc21,26,-9,2,3,0.8,-0.1,-12,-19,-7,13,-4
Cc1ccccc1C(c1ncccc1C)N(C)C(=O)C1CCN(CCOc2ccc(Cl)cc2Cl)CC1 (stereo unspecified),7,10,.,.,-0.9,3.4,-14,-5,15,100*,.

# Given with values under each structure: two of the compounds above
# Order of results – HIF-2a inh	PDI inh	NR2E3 ag-1	TRPM1 prom inh	iPSC survival up	aDG glyco act	NR2E3 ag-2	CaV13 FRET inh	Granule exo inh	Peg3 prom inh	Vif inh
> c1ccc2c(NC3=NCCCCS3)cccc2c1
    -10	1	-2	-7	-2.4	0.0	-41	-5	-2	-15	4
> O=C(c1ccccc1)N1CCN(c2ccc([N+](=O)[O-])cc2-n2cccc2)CC1
    17	-1	4	7	0.3	-0.2	-2	-12	9	22	16
